Screening data (PubChem)
TRHR ag: agonists of human TRH receptor | P34981 | TRHR cells, calcium flux fluo-8, FDSS agonist mode | activation, % at 2 µM | 360,000 compounds, 0.18% hits | AID 493084; in the data active = activation above about 30%; also: 0% is about no effect
Target sequence (P34981 whole entry, looked up): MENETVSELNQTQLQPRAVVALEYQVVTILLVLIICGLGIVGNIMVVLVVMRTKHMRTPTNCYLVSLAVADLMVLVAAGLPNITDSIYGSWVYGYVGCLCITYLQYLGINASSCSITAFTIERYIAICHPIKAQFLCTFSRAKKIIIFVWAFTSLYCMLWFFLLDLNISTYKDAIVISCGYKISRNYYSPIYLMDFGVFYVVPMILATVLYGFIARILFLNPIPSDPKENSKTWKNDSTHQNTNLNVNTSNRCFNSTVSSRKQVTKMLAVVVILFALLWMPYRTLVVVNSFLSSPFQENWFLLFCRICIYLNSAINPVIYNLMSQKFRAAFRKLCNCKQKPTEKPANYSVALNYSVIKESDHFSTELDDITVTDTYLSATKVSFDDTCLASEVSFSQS
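Agonist-mode FDSS calcium read (Ex 480/Em 530, 1 s cycles) in 1536-well TRHR cells with fluo-8 dye, after 10-cycle baseline and 23 nL compound addition; TRH at EC20 (10 nM final) added afterwards for the enhancer phase.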
BLM inh: inhibitors of human Bloom syndrome helicase BLM; P54132; recombinant BLM DNA unwinding, fluorescence dequenching; Potency, µM (series often up to 56.1 µM), for the others: at the top dose activity change, negative = inhibition, usual class: inhibitors; 350,000 compounds, 0.2% hits;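 also: potency is read from the fitted curve at half-maximal effect; plate controls were vehicle for no effect and no enzyme for full effect; nearly all actives have a fitted effect of over 35% in size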
POLB inh: blocks human DNA polymerase beta activity; 340,000 compounds, 1.3% hits; P06746; Potency, µM (top dose mostly 114 µM), for inactives: top-dose activity change, negative = inhibition, hits mostly inhibitors; Pol beta primer extension/strand displacement, fluorescence kinetic; also: potency is read from the fitted curve at half-maximal effect; % is scaled to controls: 0 for no effect and ±100 for the full control effect
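Curves were derived by four-parameter Hill fits of normalized qHTS data. The kinetic fluorescent primer-extension read was taken at 0 and 10 min after 50 nM substrate, following a 15 min room-temperature preincubation of 10 nM enzyme with compounds.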
Pol iota inh: blocks human DNA polymerase iota activity; Pol iota fluorescent replication assay, 10 min; 390,000 compounds, 1% hits; Potency, µM (titrated, usually from 115 µM), for the others: at the highest dose activity, negative = inhibition, usual class: inhibitors; AID 588590; Q9UNA4; also: potency is read from the fitted curve at half-maximal effect
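Fluorescent replication assay read twice, at 0 min and 10 min after adding 50 nM (final) substrate. Enzyme (10 nM) and compounds were first incubated 15 min at room temperature; enzyme-free buffer wells were negative controls.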
ERG Ets-DNA blk: blocks human ERG Ets domain binding to DNA. P11308. Potency, µM (series often up to 76.9 µM), inactives show at the top dose FP activity, negative = inhibition, hits mostly inhibitors. 370,000 compounds, 0.028% hits. fluorescence polarization, His-ERG Ets domain / labelled DNA; active = well fitted inhibition curve with a large enough effect in the polarisation, with a control signal flat; inconclusive = small, poorly fitted or top-dose-only effect, or effect the other way, or a change in a side signal; inactive = no such curve, though single readings can be large or run the other way; the % refers to the polarisation;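 also: polarization taken with two DNA probes labelled with fluorescein and Texas red; potency is read from the fitted curve at half-maximal effect; % of control where 0% means no effect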
Target sequence (P11308 whole entry, looked up, the tested form may be a part): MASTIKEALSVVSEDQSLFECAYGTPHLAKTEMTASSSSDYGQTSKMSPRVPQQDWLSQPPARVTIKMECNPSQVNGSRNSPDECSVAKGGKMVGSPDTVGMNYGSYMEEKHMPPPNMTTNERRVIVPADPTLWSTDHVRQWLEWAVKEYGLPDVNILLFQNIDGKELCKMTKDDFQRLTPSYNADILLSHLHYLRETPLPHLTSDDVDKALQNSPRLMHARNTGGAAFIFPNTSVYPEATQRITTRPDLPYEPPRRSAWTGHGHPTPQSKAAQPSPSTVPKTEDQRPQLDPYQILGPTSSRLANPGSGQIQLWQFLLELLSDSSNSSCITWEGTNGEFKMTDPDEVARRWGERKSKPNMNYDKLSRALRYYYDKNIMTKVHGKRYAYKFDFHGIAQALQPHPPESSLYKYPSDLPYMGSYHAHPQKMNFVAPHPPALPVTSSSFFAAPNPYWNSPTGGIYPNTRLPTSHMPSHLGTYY
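His-tagged ERG Ets domain (1 uM in the protein solution; 300mM KCl, 50mM Tris-HCl, 1mM EDTA, 1mM DTT, pH 7.5) received compound, then a probe mix of 5 nM fluorescein-DNA and 100nM Texas-615-DNA. Fluorescence polarization was read for both dyes.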
12-LOX inh: inhibitors of human 12S-lipoxygenase ALOX12. Potency, µM (series often up to 108 µM), without a hit: at the highest dose activity change, negative = inhibition, most hits filed as inhibitors. purified 12hLO, xylenol orange hydroperoxide absorbance. P18054. 580,000 compounds, 1.1% hits; also: potency is read from the fitted curve at half-maximal effect; % is scaled to controls: 0 for no effect and ±100 for the full control effect
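Hydroperoxide product was detected by ferrous iron/xylenol orange as the 573 to 405 nm absorbance ratio. Arachidonic acid at 40 uM (final) was turned over for 30 min at room temperature by 150 nM human 12hLO, pH 7.0 Hepes buffer, after 15 min compound preincubation.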
Anesthetic bind: binds horse apoferritin like a general anesthetic; 350,000 compounds, 0.074% hits; AID 485281; apoferritin/1-aminoanthracene competitive binding, fluorescence; Potency, µM (doses to about 77.5 µM), for the others: top-dose activity change, negative = displacement, actives largely listed as inhibitors; also: potency is read from the fitted curve at half-maximal effect; % is scaled to controls: 0 for no effect and ±100 for the full control effect; nearly all actives have a fitted effect of over 20% in size
Target sequence (P02791 2-175 limits assumed): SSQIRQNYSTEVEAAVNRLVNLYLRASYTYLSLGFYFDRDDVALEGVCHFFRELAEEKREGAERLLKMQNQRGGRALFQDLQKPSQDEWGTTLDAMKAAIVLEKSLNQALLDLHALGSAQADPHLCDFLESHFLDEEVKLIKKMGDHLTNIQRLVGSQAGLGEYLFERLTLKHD
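Concentration-response curves derived by four-parameter Hill fitting of normalized fluorescence, where compounds displaced 1-AMA from 10 uM horse apoferritin following a brief 10 min room-temperature incubation; propofol titration acted as positive control.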
APEX1 inh: blocks human APE1 abasic DNA cleavage | recombinant APE1, TAMRA/BHQ-2 abasic DNA cleavage fluorescence | Potency, µM (doses to about 65.8 µM), for inactives: at the top dose activity change, negative = inhibition, hits mostly inhibitors | 350,000 compounds, 0.35% hits;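 also: potency is read from the fitted curve at half-maximal effect; plate controls were vehicle for no effect and reference inhibitor for full effect; nearly all actives have a fitted effect of over 55% in size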
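Kinetic fluorescence read (525 ex/598 em nm, three reads 60 s apart) of AP-site incision; signal = third minus first read. Enzyme 0.75 nM, dual-labelled THF duplex 50 nM, compound preincubation 15 min RT.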
POLK inh: DNA polymerase kappa (human) inhibition; Q9UBT6; purified Pol kappa, fluorescent DNA synthesis assay, 10 min; Potency, µM (highest dose often 107 µM), for inactives: at the highest dose activity, negative = inhibition, usual class: inhibitors; 400,000 compounds, 0.53% hits; AID 588579; also: potency is read from the fitted curve at half-maximal effect; % is scaled to controls: 0 for no effect and ±100 for the full control effect
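10 nM Pol kappa preincubated 15 min at room temperature with compounds, then reaction started with substrate at 50 nM final. Fluorescence read kinetically at 0 and 10 min; buffer-only wells served as negative control.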
* = called active by the depositor; u = inconclusive; x = not tested or not shown; & = joins results of further samples; [ ] = another dose, or the depositor's remark. Unless noted, calls follow the shape of the dose curve; as a rule, active = well fitted curve in the direction sought with a large enough effect; inconclusive = small, poorly fitted or top-dose-only effect, or another doubt; inactive = no such curve, though single readings can be large; an effect the other way counts as inactive or inconclusive. An excerpt; the hit share may differ from the screen's.

SMILES	TRHR ag	BLM inh	POLB inh	Pol iota inh	ERG Ets-DNA blk	12-LOX inh	Anesthetic bind	APEX1 inh	POLK inh
COC(=O)c1c(N)sc2c1CCN(c1ncc(C(F)(F)F)cc1Cl)C2	-0.3	-7%	0%	0%	-1%	297%[activator]	u	-2%	-12%
Cn1c(=O)c(=O)n(C)c2cc(S(=O)(=O)Nc3ccc4c(c3)OCCO4)ccc21	0.8	1%	5%	3%	-6%	0%	-7%	10%	-6%
COC(=O)c1ccc(COc2ccccc2/C=N/NS(=O)(=O)c2ccc(C)cc2)cc1	-0.4	-11%	12%	-9%[58.9 µM]	4%	-28%	-11%	-3%	-1%
O=C(Nc1cc(Cl)ccc1-n1cncn1)c1cncc(Br)c1	0.5	x	x	22%	16%	-9%	x	1%	12%
CC(=O)Nc1cc(-c2nn(C)c(=O)c3ccccc23)ccc1N1CCOCC1	0.2	-7%	9%	44%[activator]	3%	0%	-3%	7%	-12%
COc1ccc(C(=O)c2ccc(-c3ccc(OC)cc3)nc2)cc1	0.1	-3%	11%	u	-5%	0%	-8%	11%	-10%
COc1ccc(Cc2nnc(SCC(=O)Nc3cc(Cl)ccc3C)[nH]c2=O)cc1	0.3	x	x	-9%	-2%	2%	x	7%	-8%
COCCNC(=O)C(C)OC(=O)c1nsc(Cl)c1Cl (stereo not drawn)	-0.2	-2%	2%	8%	1%	2%	-12%	-3%	-4%
CC(CNC(=O)c1cc2ccccn2n1)c1ccccc1 (stereo not drawn)	-0.4	-1%	-2%	29%	17%	2%	-7%	x	-5%
CCN1CCN(CC(=O)c2c[nH]c3ccc(C)cc23)CC1	0.6	-3%	-2%	3%	-6%	u	-10%	3%	-17%
O=C(CN1CCN(c2ccccn2)CC1)Nc1ccc(OC(F)(F)F)cc1	0.5	-3%	-21%	25%	1%	10%	-4%	10%	-7%
O=C(N/N=C/c1ccsc1)c1cc(-c2cccs2)nc2ccccc12	0.0	-4%	0%	9%	-5%	13%	4%	3%	-8%
O=C(O)Cc1sc(-c2ccccc2Cl)nc1-c1ccccc1	-0.4	-2%	1%	25%	16%	0%	-4%	-6%	10%
O=C(O)C1CCN(C(=O)COc2ccc(Br)cc2)CC1	1.0	-2%	u	15%	-12%	-2%	-7%	-3%	1%
Cc1[nH]c2ccccc2c1/C=N\NC(=O)c1ccco1	0.3	-4%	6%	6%	3%	-9%	-6%	-19%	-18%

Looked up above.
For APEX1 inh, COC(=O)c1ccc(COc2ccccc2/C=N/NS(=O)(=O)c2ccc(C)cc2)cc1 is entered as -3%
For BLM inh, COc1ccc(C(=O)c2ccc(-c3ccc(OC)cc3)nc2)cc1 is entered as -3%

More structures
SMILES	TRHR ag	BLM inh	POLB inh	Pol iota inh	ERG Ets-DNA blk	12-LOX inh	Anesthetic bind	APEX1 inh	POLK inh
CCC(c1nnnn1Cc1ccco1)N(CCN1CCOCC1)Cc1cc2cc(C)ccc2[nH]c1=O (stereo not drawn)	0.4	3%	1%	-9%	4%	u	-17%	-1%	-4%
CC1CN(S(=O)(=O)c2ccc(C(=O)NC3CCCCC3)cc2)CC(C)O1 (stereo not drawn)	x	x	x	49%[activator]	3%	0%	x	29%	-11%
O=C(Nc1ccccc1F)c1ccc([N+](=O)[O-])s1	-0.2	-8%	4%	17%	7%	-7%	-11%	-6%	-12%
COc1ccc(OC)c(NC(=O)C2CCN(c3ncccn3)CC2)c1	-1.0	-5%	59%	14%	-1%	-22%	-5%	-5%	-2%
Cc1nn(-c2ccc(F)cc2)c(Cl)c1/C=N/NC(=O)c1cccc(S(=O)(=O)N2CCCC2)c1	-0.7	-23%	u	-11%	-6%	2%	-2%	3%	-5%
Cc1ccc(-c2nc(C#N)c(N3CCC(C(N)=O)CC3)o2)cc1	-0.3	-2%	19%	-10%	-3%	-13%&-60%	-5%	73%[activator]	-9%
COc1ccc(C(O)C(CN2CCOCC2)c2ccccc2)cc1F (stereo not drawn)	-2.5	2%	-2%	19%	4%	-7%	34%[activator]	0%	-11%
O=C(NCCC(=O)N(CCc1ccccc1)Cc1ccccc1)c1ccccc1Cl	-0.1	x	x	16%	17%	-2%	x	11%	-7%
COc1ccc(CNC(=O)CCN2C(=S)NC(C)(C)CC2C)cc1 (stereo not drawn)	-0.5	-4%	12%	137%[activator]	-4%	u	-6%	1%	u
Cc1ccc(-c2cn3c(n2)sc2cc(C(=O)NCc4cccs4)ccc23)c(C)c1	0.5	-3%	0%	21%	2%	-13%	0%	x	0%
O=C(Nc1ccc(Cl)cn1)c1ccc(Oc2ccccc2)cc1	1.1	-11%	5%	-1%	2%	9%	-14%	13%	-9%
Cc1ccc(NC(=O)c2cc(S(=O)(=O)N3CCCC3)cn2C)cc1C	-0.2	-1%	-1%	22%	3%	55%[activator]	-8%	37%	10%
O=C(Nc1cccc(S(=O)(=O)NC2=NCCCCC2)c1)c1cc(-c2ccc(Cl)cc2)nc2ccccc12	0.4	-5%	0%	165%[activator]	10%	-1%	-1%	-5%	-4%
O=C(CCN1N=C(c2ccccc2)CCC1=O)NCCc1ccc(Cl)cc1	-0.8	3%	22%	u	-1%	u	-19%	x	-3%[60.1 µM]
CC(C)CN(CC(C)C)S(=O)(=O)N1CCC(C(=O)NCc2ccc3c(c2)OCO3)CC1	0.1	-11%	-14%	u	-8%	-9%	-1%	0%	-1%
CC(C)NC(=O)N1CC[C@@]2(CCCN(C(=O)c3cccn3C)C2)C1	x	0%	x	x	x	2%[57.4 µM]	x	2%	-1%[60.1 µM]
COc1cccc(CN(C)CCCn2cnc(C(=O)Nc3ccc(C)c(C)c3)n2)c1	x	x	x	12%	-7%	-12%	x	x	10%
COc1ccc(C(=O)c2oc3ccc(OC)cc3c2NC(C)=O)cc1	-0.2	-5%	37%	21%	8%	0%	-11%	-5%	0%
CN1C(=O)[C@H]2[C@@H](/C=C/c3ccccc3)N3C(=O)CN(CCO)C(=O)[C@@]3(C)[C@H]2C1=O	0.3	4%	23%	25%	1%	6%	-3%	-3%	-7%
COc1ccc(-c2c(C)nn3c(C(F)(F)F)cc(C)nc23)cc1OC	0.6	1%	9%	8%	-7%	-11%	-20%	x	-5%[60.1 µM]
CCOC(=O)CCNC(=O)N1CCCC(CNS(=O)(=O)Cc2ccccc2)C1 (stereo not drawn)	0.7	-2%	-1%	114%[activator]	-1%	12%	-7%	7%	0%
O=C(NCCCO)c1cc2c(cn1)[nH]c1ccccc12	0.8	5%	u	13%	-16%	20%	5%	44%	10%
c1ccc(-c2nc3nc4ccccc4nc3n2CC2CCCO2)cc1 (stereo not drawn)	-0.7	-3%	15%	29%	1%	0%	-13%	-6%	7%
CCc1cc2c(SCC(=O)N(CC)c3c(N)n(Cc4ccccc4)c(=O)[nH]c3=O)ncnc2s1	-0.3	-3%	17%	19%	12%	-17%	4%	-6%	-1%
COc1ccccc1CCNC(=O)C1CCN(c2nc3ccccc3nc2C(F)(F)F)CC1	0.2	-1%	3%	18%	4%	-25%	-11%	x	5%
CC(=O)CCC(=O)OCC(=O)c1ccc(C(F)(F)F)cc1	-1.9	-1%	3%	-9%	-5%	61%	-4%	0%	9%
Cc1noc(C)c1CSc1nc2ccccc2c(=O)n1-c1ccc(Cl)cc1	-0.5	-10%	2%	u	1%	12%	-14%	0%	-12%
Cc1ccc(S(=O)(=O)N2CCC(C(=O)N[C@@H](C)C(=O)NCc3ccccc3)CC2)cc1	-1.5	-5%	-1%	6%	-18%	0%	-5%	18%	5%
COc1cccc(NC(=O)c2ccc3c(c2)OCCO3)c1	-1.4	0%	36%	9%	-9%	-3%	-3%	65%[activator]	4%
CCCCn1ccnc1C(=O)c1ccc(S(=O)(=O)N(CCOC)CCOC)cc1	-1.0	-4%	-1%	u	1%	7%	-17%	20%	-3%
N/C(=N/OC(=O)c1ccccc1Cl)c1nonc1N	-1.1	1%	37%	27%	-4%	-16%	-14%	9%	-3%
COc1cc(CC(NC(C)=O)C(=O)NC2CCN(C(=O)Nc3ccccc3Cl)CC2)cc(OC)c1 (stereo not drawn)	0.3	-1%	-10%	6%	-4%	-6%	-2%	-1%	-17%
O=C(Nc1ccc(Cl)c(C(F)(F)F)c1)[C@@H]1CC=C[C@@H]2CCN(C3CC3)C(=O)[C@@H]21	x	x	x	15%&14%	7%	-12%	x	x	-4%&10%
O=C(O)CCN1CCc2ccccc2C1c1cccs1 (stereo not drawn)	0.5	0%	2%	102%[activator]	0%	-9%	-3%	0%	-6%
COc1ccc(N(CC(=O)NCCSc2ccccc2)S(=O)(=O)c2ccccc2)c(OC)c1	x	x	x	117%[activator]	-5%	-3%	x	-13%	-16%
c1ccc(Nc2nc(N3CCCCC3)nc(N3CCCCC3)n2)cc1	-0.5	-7%	-2%	u	-4%	-1%	-9%	-1%	3%
CC(C)CCNC(=O)c1onc(CSc2ccncc2)c1C(=O)NCCC(C)C	0.1	-8%	5%	-15%	10%	-11%	-3%	0%	-26%
CN1C(=O)[C@H]2[C@@H](C3CC3)N3C(=O)CN(CC4CC4)C(=O)[C@@]3(C)[C@H]2C1=O	0.2	-1%	4%	14%	-3%	4%	-11%	11%	9%
CCOC(=O)CCc1c(C)nc2c(-c3ccccc3)c(C)[nH]n2c1=O	-0.7	-4%	-7%	7%	2%	-18%	-1%	x	-2%
CCOc1ccccc1CNS(=O)(=O)c1cc(-c2onc(C)c2C)ccc1OC	0.5	-9%	2%	16%	-1%	-23%	3%	x	-13%
COC(=O)c1ccc2c(=O)n(-c3ccc(OC)cc3)c(=S)[nH]c2c1	0.3	-9%	18%	173%[activator]	8%	-5%	-13%	10%	-1%
